Screens: PubChem BioAssay, several laboratories
EBNA-1 inh: blocks EBNA-1 binding to DNA | AID 1950 | inhibition, % at 14.8 µM | 300,000 compounds, 0.34% hits | EBNA-1 DNA binding, fluorescence polarization; in the data active = inhibition above about 28%
PP1 counter: PP1-alpha (human) inhibition in PP5 counter-screen | purified PP1alpha, OMFP fluorescence | P62136 | 320,000 compounds, 0.9% hits | inhibition, % at 6.7 µM | AID 2235;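 active = inhibition above the mean inhibition of all tested compounds plus 3 SD, computed separately for each screening campaign, cut at about 15% in these data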
Target sequence (P62136 whole entry, looked up): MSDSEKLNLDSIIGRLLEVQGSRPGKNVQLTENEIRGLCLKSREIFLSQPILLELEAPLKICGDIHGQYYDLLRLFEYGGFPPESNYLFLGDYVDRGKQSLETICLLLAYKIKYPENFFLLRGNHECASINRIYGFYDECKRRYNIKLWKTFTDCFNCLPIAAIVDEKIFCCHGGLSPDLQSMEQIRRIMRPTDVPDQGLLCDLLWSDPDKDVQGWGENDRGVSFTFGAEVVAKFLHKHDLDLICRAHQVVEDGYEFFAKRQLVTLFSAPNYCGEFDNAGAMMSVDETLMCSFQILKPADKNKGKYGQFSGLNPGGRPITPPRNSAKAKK
core dimer inh: HCV core protein dimerization inhibition; TR-FRET GST/Flag-core106 dimerization, 1536-well; inhibition, % at 5 µM; 300,000 compounds, 0.33% hits;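 active = inhibition above the mean of all tested compounds plus 3 SD, set per screening campaign, cut at about 45% in these data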
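Assay system: Tagged HCV core106 pair (GST and Flag) | Buffer or medium: KF-containing HEPES buffer, pH 7.45, DTT, CHAPS, BSA | Also added: Eu donor and XL665 acceptor anti-tag antibodies | Dosing: One concentration, 5 µM, in 0.5% DMSO | Timing: 4 h at 22.5 °C | Technique: TR-FRET 671 and 617 nm emission | Repeats: Singlicate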
JMJD2C inh: inhibitors of human GASC-1 (JMJD2C) demethylase. Q9H3R0. GST-JMJD2C(1-420) H3K9me3 demethylation, DELFIA europium. inhibition, % at 2.35 µM. 330,000 compounds, 0.069% hits. AID 2099;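 active = more than half of a compound's replicate wells show inhibition beyond 50%, single wells judged on their own value; inconclusive = some, but no more than half, of replicates pass 50% inhibition; inactive = no replicate passes 50% inhibition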;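 also: signal counts dimethyl H3K9 product captured on neutravidin plate; 0% = median of DMSO wells and 100% = 0.3 times that DMSO median; strong numbers were not always called active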
Target sequence (Q9H3R0 1-420 limits assumed): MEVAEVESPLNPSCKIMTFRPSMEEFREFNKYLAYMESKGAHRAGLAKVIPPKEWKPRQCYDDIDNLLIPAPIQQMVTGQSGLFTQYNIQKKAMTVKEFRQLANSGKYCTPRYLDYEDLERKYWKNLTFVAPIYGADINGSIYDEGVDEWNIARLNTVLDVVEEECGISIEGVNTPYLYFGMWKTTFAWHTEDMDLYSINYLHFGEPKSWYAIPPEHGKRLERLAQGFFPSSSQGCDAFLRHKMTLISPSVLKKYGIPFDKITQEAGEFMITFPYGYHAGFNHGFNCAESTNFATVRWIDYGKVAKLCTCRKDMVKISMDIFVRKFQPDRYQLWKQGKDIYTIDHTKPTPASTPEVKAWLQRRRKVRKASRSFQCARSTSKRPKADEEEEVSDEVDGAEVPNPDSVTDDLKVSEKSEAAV
TPT1 inhibitor: blocks Candida albicans tRNA 2'-phosphotransferase. 300,000 compounds, 0.81% hits. inhibition, % at 5 µM. recombinant caTPT1, FP RNA substrate dephosphorylation. AID 1962;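 active = inhibition above the mean of all tested compounds plus 3 SD, set per screening campaign, cut at about 24% in these data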;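 also: plate controls were DMSO alone for no effect and ferristatin control at 100 nM for full effect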
CR mimetic SO: lowers age-related superoxide in aged yeast cells; AID 2690; superoxide response (% of plate mean), % at 10 µM; 330,000 compounds, 0.18% hits; S. cerevisiae aged cells, superoxide DHE fluorescence; hits give low values;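 active = superoxide response under a set limit, about three screen SD below normal, cut at about 65% in these data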;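 also: yeast aged for seven days with compound at 30 °C before DHE staining; 100% = average MFI of all compound-treated wells on the plate with controls excluded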
PP5 inh: inhibitors of human protein phosphatase 5 (PP5); purified PP5c, OMFP substrate fluorescence; P53041; 320,000 compounds, 0.18% hits; inhibition, % at 6.7 µM;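 active = inhibition above the campaign's mean inhibition across all tested compounds plus 3 SD, cut at about 9.5% in these data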;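 also: 0% = DMSO only and 100% = 100 µM cantharidin control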
Fh CTSL1 inh: counter-screen for PFM18AAP inhibitors: inhibitors of F. hepatica cathepsin L1 | recombinant F. hepatica cathepsin L1, Z-Leu-Arg-MCA fluorescence | inhibition, % at 5.96 µM | 300,000 compounds, 0.49% hits | AID 1906;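 active = inhibition above the mean of all tested compounds plus 3 SD, set per screening campaign, cut at about 17% in these data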;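 also: 0% = plate median of test compound wells and 100% = 1 µM Z-Phe-Ala-diazomethylketone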
ZTA DNA inh: counter-screen for EBNA-1 inhibitors: inhibitors of Epstein-Barr virus ZTA | P03206 | ZTA-DNA binding, fluorescence polarization | inhibition, % at 11 µM | 320,000 compounds, 0.15% hits | AID 2234; in the data active = inhibition above about 33%
Target sequence (P03206 whole entry, looked up): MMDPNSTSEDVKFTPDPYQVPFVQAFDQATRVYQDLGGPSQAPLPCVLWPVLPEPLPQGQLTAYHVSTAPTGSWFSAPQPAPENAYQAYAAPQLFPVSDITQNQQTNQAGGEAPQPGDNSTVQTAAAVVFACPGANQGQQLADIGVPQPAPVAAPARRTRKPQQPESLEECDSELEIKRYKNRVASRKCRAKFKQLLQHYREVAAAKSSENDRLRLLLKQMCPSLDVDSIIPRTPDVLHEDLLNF
* hit, by the source's call; ? = inconclusive; . = no result given; & = joins results of further samples. Outcome played no part in choosing rows; 3.1% or so of the library scored in one or more.

SMILES	EBNA-1 inh	PP1 counter	core dimer inh	JMJD2C inh	TPT1 inhibitor	CR mimetic SO	PP5 inh	Fh CTSL1 inh	ZTA DNA inh
CCNc1cccc2c1C(=O)N(C)C2=O	-1	-3	0	5	-86	116	-0.2	1	14
c1ccc(COc2nsnc2N2CCOCC2)cc1	-1	3	-2	-1	-1	95	-0.9	0	5
COc1cccc(/C=C2\SC(=S)N(NC(=O)c3ccncc3)C2=O)c1	-5	-2	9	195	1	97	-0.1	0	1
Cc1cc(N2CCCC2)ccc1/C=C1/C(=O)N(C)C(=S)N1C	-14	-4	-3	7	73*	103	3.7	-1	-12
COc1ccccc1C(=O)Nc1ccc(Oc2nnc(-c3ccc(C)cc3)c3ccccc23)cc1	11	13	9	-3	-1	111	1.7	1	6
c1cncc(CNc2ncnc3sccc23)c1	-14	-5	1	-7	2	114	-0.4	2	-5
C=C(C)CN(CC)C(=O)c1ccc(OC2CCN(S(=O)(=O)N(C)C)CC2)cc1	-2	3	2	2	-2	118	1.7	-3	-11
CC(C)(C)/C(O)=C/c1nc2ccccc2[nH]c1=O	-5	2	-6	22	0	82	3.0	-3	-5
COc1ccc(NC(=O)NCCCN2CCCC2=O)cc1	11	-3	-4	-3	2	86	-0.5	6	2
CCN(CC)CCOc1ccccc1OC	3	2	-1	15	-3	100	1.7	1	6
CC12CN3CCN(CC(C3)/C1=N/NC(=O)Nc1ccccc1)C2	-3	-2	-12	-27	-1	98	2.9	-1	13
CC(=O)N1CCN(c2ncnc3ccccc23)CC1	2	6	-6	7	0	101	2.2	1	3
Cc1cccc(OCCCN2CCOCC2)c1C	4	-2	-6	-6	2	92	0.4	-3	-1
CCOc1ccccc1NC(=O)NCc1ccc(F)cc1	12	-2	3	3	-2	65*	0.2	-3	8
COc1ccc(C(=O)Nc2ccccc2C(=O)NCc2cccnc2)cc1OC	9	0	-7	1	2	95	0.8	0	-6
CNC(=O)NC1CCCc2ccccc21 (configuration not stated)	5	1	1	-17	-2	107	-0.6	-1	12
C=CCN1CN(CCc2ccccc2)CNC1=S	-4	-9	-7	.	0	117	0.1	-5	9
CC(C)N(C(=O)CN1C(=O)NC2(CCCCCC2)C1=O)C(C)C	6	0	1	10	1	95	1.7	-2	7
CC1=C(C(=O)Nc2ccc(C(=O)NCCCN3CCCCC3)cc2)SCCO1	4	1	3	0	-1	111	1.1	1	-2
O=C1CC(c2ccccc2)CC(O)=C1C=NCCCN1CCOCC1 (configuration not stated)	6	-3	0	-2	-2	92	-0.2	-1	11
COc1cc(/C=N/NC(=O)c2ccccn2)ccc1OC(=O)c1cccs1	-2	0	0	-3	1	99	2.1	2	14
CC(C)=C(NC(=O)c1ccccc1)C(=O)Nc1cccc(C(=O)O)c1	-4	-2	-5	-14	-1	102	-0.5	-1	-21
Cc1ccc(-c2nc(N)n(C(=O)c3cccs3)n2)cc1	-2	-3	-1	10	1	119	5.1	1	-7
CCN1CCN(c2nc3c(C)cccn3c(=O)c2/C=C(\C#N)S(=O)(=O)c2ccc(C)cc2)CC1	-1	-3	5	4	2	90	1.8	3	-4
C=COCCCNc1ncnc2sc(-c3ccccc3)cc12	9	4	1	-19	-3	95	1.5	7	-8

Later entries
SMILES	EBNA-1 inh	PP1 counter	core dimer inh	JMJD2C inh	TPT1 inhibitor	CR mimetic SO	PP5 inh	Fh CTSL1 inh	ZTA DNA inh
COc1ccc(-c2cc(C(=O)c3c(N)n(C)c(=O)n(C)c3=O)c3ccccc3n2)cc1OC	-3	4	3	-6	-3	87	-0.1	-3	7
CN(C(=O)c1ccc(NC(=O)Cc2cccc(NC(=O)C3CCN(C(=O)C4CCCCC4)CC3)c2)cc1)C1CCCC1	.	0	.	.	.	86	-1.2	.	2
O=C(O)c1ccc2c3c(cccc13)C(=O)N(c1ccccc1)C2=O	-2	0	10	11	7	105	0.7	3	1
O=C(CN1C(=O)NC(Cc2ccccc2)C1=O)Nc1ccc(F)c(Cl)c1 (configuration not stated)	.	1	.	3	.	78	0.4	.	-3
O=C(O)CSCC(=O)Nc1ccc(S(=O)(=O)N2CCCCC2)cc1	1	1	-9	-9	-3	105	2.4	0	9
CC(Oc1ccc(C(=O)c2ccc(F)cc2)cc1)C(=O)N1CCOCC1 (configuration not stated)	-1	-3	1	0	1	86	-0.9	-3	-19
O=C(CCl)NC1(C(F)(F)F)C(=O)Nc2c1c(=O)[nH]c(=O)n2-c1ccccc1 (configuration not stated)	-3	-5	-1	4	-3	106	1.9	-3	-7
O=C1CN(Cc2cc(=O)oc3cc4c(cc23)CCC4)CCN1	10	-2	10	2	1	143	0.3	3	9
C=CCNC(NC(=O)c1ccccc1)(C(=O)OCC)C(F)(F)F (configuration not stated)	-2	-5	0	-6	0	116	-0.5	8	3
Cc1nc2nc3c(cn2n1)C(=O)CCC3	3	2	0	-5	0	89	-1.6	0	9
COc1ccc(S(=O)(=O)Cc2ccc(C(=O)N3CCN(C4CCCCC4)CC3)o2)cc1	-4	-3	0	21	1	98	0.6	-3	-6
O=C(O)c1ccc(N/N=C/c2cn(-c3ccccc3)nc2-c2cccs2)cc1	-1	8	9	.	-1	98	0.5	9	-13
COc1ccc(C(=O)Nc2c(F)c(F)c(F)c(F)c2F)c(OC)c1	-6	-6	1	-27	-4	118	-1.9	4	-17
O=S(=O)(Nc1ccc(O)c(NS(=O)(=O)c2ccccc2)c1)c1ccccc1	1	-1	-3	3	1	86	2.1	1	0
O=C(CSc1ncnc2ccccc12)c1cccs1	-12	-3	0	-15	-1	100	0.8	1	-6
Cc1cccc(N2CCN(Cc3ccc(Br)o3)CC2)c1C	2	2	-3	5	1	88	5.0	-1	-7
COc1ccccc1NC(=O)Cn1c(=O)n(CCc2c[nH]c3ccccc23)c(=O)c2cccnc21	0	0	19	1	1	120	3.5	3	-2
Cc1c(NC(=O)c2ccc(=O)oc2)c(=O)n(-c2ccccc2)n1C	5	0	-5	0	1	97	0.4	2	8
Cc1[nH]nc2c1C(c1ccc(N(C)C)cc1)C1=C(CC(C)(C)CC1=O)N2 (configuration not stated)	-10	-1	3	-11	0	106	1.3	-1	-25
CCOC(=O)N1CCN(C(=O)Nc2ccc3nccnc3c2)CC1	0	4	-2	?	-1	102	1.3	0	4
O=C(Cn1cnc([N+](=O)[O-])c1)Nc1cc(Oc2ccc(Cl)cc2Cl)cc([N+](=O)[O-])c1	-3	9	8	-20	-4	90	5.6	2	-18
Cc1ccc(S(=O)(=O)CC(=O)Nc2cccc(C)n2)cc1	-7	-2	-3	-23	-2	102	-0.9	3	-11
Cc1cc(CNC(=O)C2(C(F)(F)F)C/C(=C\Cc3ccccc3)CCCO2)nn1C (configuration not stated)	0	-1	-5	6	-2	98	1.4	-4	3
O=C(N/N=C/c1cn(-c2ccccc2)nc1-c1ccc(F)cc1)c1ccc2c(c1)OCO2	1	0	36	-5	-19	91	-0.9	1	-1
CC(=O)Nc1ccc(S(=O)(=O)Nc2cccc(-c3nc4cc(C)ccc4o3)c2)cc1	-5	-2	2	-12	-4	98	0.1	-3	-5

New compounds follow.
SMILES	EBNA-1 inh	PP1 counter	core dimer inh	JMJD2C inh	TPT1 inhibitor	CR mimetic SO	PP5 inh	Fh CTSL1 inh	ZTA DNA inh
COc1ccc(NC(=O)CCn2cc(C)c3ccccc32)cc1	-11	4	-11	-5	-5	94	3.2	0	-6
COc1ccc(C(=O)N/N=C/c2ccc(OC)c(COc3ccc(F)cc3)c2)cc1	-2	-1	10	11	0	104	5.0	7	-6
Cc1ccc(S(=O)(=O)N2CCN(C(=O)COc3ccc(NC(=O)c4ccco4)cc3)CC2)cc1	7	0	27	-21	6	100	0.3	4	1
Clc1ccc(C(Cn2ccnc2)OCc2c(Cl)cccc2Cl)c(Cl)c1 (configuration not stated)	-14	26*	18	.	0	112	5.1	0	2
O=C1NC(=O)c2cc3ccccc3cc21	.	-1	.	7	.	97	0.3	.	-21
COc1ccc(N2CC(NS(=O)(=O)c3cccnc3)CC2=O)cc1OC (configuration not stated)	-8	-6	-3	12	2	87	2.2	2	1
Cc1ccccc1OCC(=O)NNC(=O)Nc1ccccc1	-6	-2	-3	4	3	101	-1.5	-20	2
COC(=O)c1sc2ccccc2c1-n1cccc1C(=O)C(=O)Nc1ccc(C)cc1	-12	9	18	0	-6	95	3.1	0	-12
Brc1ccc(-c2noc(COc3ccc4c(c3)CCC4)n2)o1	1	-3	2	2	-1	94	0.1	-5	16
COc1ccc(C(CNC(=O)C(CC(C)C)NS(=O)(=O)c2ccc(C)cc2)N2CCOCC2)cc1 (configuration not stated)	10	-4	-3	5	2	93	1.0	5	3
O=C(CSc1ccc(Cl)cc1)Nc1cccc(NC(=O)c2ccco2)c1	1	-5	1	-1	-2	112	3.0	-2	-6
CCn1c(SCC(=O)c2ccc(CNC(C)=O)o2)nnc1-c1cccs1	2	1	3	3	-2	93	-0.8	-8	-3
CC1CCCCN1CCNC(=O)CN1C(=O)COc2ccccc21 (configuration not stated)	8	-6	2	7	1	121	1.0	0	6
CCC1(C)Cc2c(sc3nnn(Cc4ccccc4Cl)c(=O)c23)CO1 (configuration not stated)	10	1	-1	8	9	99	0.3	1	12
Cc1ccnc2ccc(-c3nc4ccccc4o3)cc12	-1	-2	1	.	5	96	-1.2	0	-8
COCc1cc(C)nc(SCC[N+](C)(C)CC(=O)c2ccccc2)c1C#N	-4	-9	-3	-8	1	114	4.7	-1	6
O=C(CCl)N1CCCC1c1ccc2c(c1)OCCO2 (configuration not stated)	-3	-4	3	4	3	120	-0.6	75*	3
Cc1cccc(C)c1OCC(=O)NNC(=O)CCNC(=O)c1ccco1	-3	-8	2	-3	-3	105	-1.8	-13	1
O=C(Cc1cccs1)N1CCN=C1SCc1cccc(F)c1	-3	-2	2	4	-1	91	-2.3	0	4
COc1ccc(S(=O)(=O)NC(C)C(=O)Nc2cccc(C(C)=O)c2)cc1 (configuration not stated)	2	2	-4	7	-8	105	1.1	-3	-14
COc1ccc(NC(=O)CSc2nnc(-c3ccncc3)n2CC2CCCO2)c(OC)c1 (configuration not stated)	1	0	-9	-5&15	1	99	1.5	1	0
CC(=O)Nc1cccc(NC(=O)CSc2n[nH]c(-c3ccccc3)n2)c1	.	-1	.	5	.	123	-0.2	.	3
COc1cccc(NC(=O)N2CCCC2)c1	-2	-4	1	-3	-3	92	3.6	2	-4
Cc1c(C(=O)NCc2ccc3c(c2)OCO3)oc2ccccc12	9	-2	2	-12	-2	121	-0.2	-2	-3
Cc1cc(C(=O)CSc2nncn2C)c(C)n1-c1ccccc1	-14	-7	-10	7	0	109	1.9	-7	-6
Cc1cc(C)c2nc(SCC(=O)NCCN3C(=O)CSC3=O)cc(C)c2c1	-4	-4	-2	2	1	109	4.9	4	-5

Some of the entries so far, with bars between the fields.
SMILES | EBNA-1 inh | PP1 counter | core dimer inh | JMJD2C inh | TPT1 inhibitor | CR mimetic SO | PP5 inh | Fh CTSL1 inh | ZTA DNA inh
COCc1cc(C)nc(SCC[N+](C)(C)CC(=O)c2ccccc2)c1C#N | -4 | -9 | -3 | -8 | 1 | 114 | 4.7 | -1 | 6
Cc1cccc(C)c1OCC(=O)NNC(=O)CCNC(=O)c1ccco1 | -3 | -8 | 2 | -3 | -3 | 105 | -1.8 | -13 | 1
O=C(CCl)N1CCCC1c1ccc2c(c1)OCCO2 (configuration not stated) | -3 | -4 | 3 | 4 | 3 | 120 | -0.6 | 75* | 3
Cc1ccccc1OCC(=O)NNC(=O)Nc1ccccc1 | -6 | -2 | -3 | 4 | 3 | 101 | -1.5 | -20 | 2
